Hck Nef HTS: human Hck-Nef kinase inhibition; P08631; hit rate 0.68% among 220,000; Recombinant Hck-YEEI plus Nef, Z-Lyte FRET kinase assay; inhibition, % at 20 µM; AID 463187;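 active means Hck-Nef kinase inhibition above about 50%, limit read from the data; inactive means inhibition below that limit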;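 further: 0% = DMSO with Hck plus Nef and 100% = Hck alone without Nef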
14-3-3 Bad PPI: disrupts binding of bovine 14-3-3 zeta to phospho-Bad peptide; P63103; inhibition, % at 21.7 µM; AID 781; hit rate 0.71% among 220,000; TR-FRET 14-3-3zeta/Dy647-pBad peptide displacement, 1 h;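 active means inhibition above about 70%, limit read from the data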;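 further: 0% = full 14-3-3 plus peptide FRET controls and 100% = background without 14-3-3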
Runt-SMMHC FRET: inhibitors of human RUNX1 Runt domain binding to CBFb-SMMHC; hit rate 0.74% among 220,000; inhibition, % at 20 µM; Q01196+Q13951; Cerulean-Runt/Venus-CBFb-SMMHC FRET ratio 530/480, 1 h; AID 1434;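 active means mean inhibition across duplicate retests at 20 µM reaching about 50%, limit read from the data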;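 further: 0% = DMSO wells and 100% = wells with excess untagged CBFb-SMMHC; inhibitors lower the FRET ratio by blocking Runt binding to CBFb-SMMHC; some results filed as inactive read as strong as hits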
thrombin 1536: thrombin (human) inhibition | inhibition, % at 5 µM | P00734 | alpha-thrombin, Boc-VPR-AMC fluorogenic substrate cleavage | hit rate 0.26% among 220,000;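 active means inhibition at or above 40%; inactive means inhibition below 40%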;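 further: 0% = enzyme with no compound and 100% = wells without enzyme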
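Test system: human alpha-thrombin; medium: pH 7.5 Tris-saline with Tween 20; times: reaction at room temperature; signal: AMC fluorescence at 355 nm excitation and 460 nm emission; also added: Boc-VPR-AMC substrate, 15 µM final; dosing: one concentration per compound, 5 µM, with 0.2% DMSO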
Runt-CBFb FRET: Runt domain-CBFb interaction inhibition; Q01196+Q13951; Cerulean-Runt/Venus-CBFb FRET ratio 530/480, 1 h; inhibition, % at 20 µM; hit rate 0.46% among 220,000; AID 1496;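 active means inhibition over about 50% at 20 µM in the single-dose screen, limit read from the data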;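 further: 0% = DMSO wells and 100% = excess unlabeled CBFb competitor control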
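Assay system: Cerulean-Runt domain / Medium: Tris 50 mM pH 7.5, KCl, K2SO4, 0.01% BSA / Timing: protein complex preformed 1 h, compound exposure 1 h, room temperature, dark / Measured by: FRET, excitation 422 nm, emission at 530 and 480 nm / Evaluation: loss of energy transfer signal / Control set: 5 µM unlabeled CBFb as full-inhibition high control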
Wee1 stabilizer: human Wee1 degradation inhibition, primary screen; reporter increase, % at 5 µM; hit rate 1.2% among 220,000; HeLa Luc-Wee1K328M stability, luciferase luminescence; 100% = proteasome inhibitor MG132 effect; P30291;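 active means activation above the mean of all tested compounds plus 3 SD, set per screening run, cut at about 8.8% in these data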;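 further: cells exposed to compound for 20 h before luminescence read; 0% = DMSO alone and 100% = MG132 at 30 µM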
Target sequence (P30291 whole entry K328M): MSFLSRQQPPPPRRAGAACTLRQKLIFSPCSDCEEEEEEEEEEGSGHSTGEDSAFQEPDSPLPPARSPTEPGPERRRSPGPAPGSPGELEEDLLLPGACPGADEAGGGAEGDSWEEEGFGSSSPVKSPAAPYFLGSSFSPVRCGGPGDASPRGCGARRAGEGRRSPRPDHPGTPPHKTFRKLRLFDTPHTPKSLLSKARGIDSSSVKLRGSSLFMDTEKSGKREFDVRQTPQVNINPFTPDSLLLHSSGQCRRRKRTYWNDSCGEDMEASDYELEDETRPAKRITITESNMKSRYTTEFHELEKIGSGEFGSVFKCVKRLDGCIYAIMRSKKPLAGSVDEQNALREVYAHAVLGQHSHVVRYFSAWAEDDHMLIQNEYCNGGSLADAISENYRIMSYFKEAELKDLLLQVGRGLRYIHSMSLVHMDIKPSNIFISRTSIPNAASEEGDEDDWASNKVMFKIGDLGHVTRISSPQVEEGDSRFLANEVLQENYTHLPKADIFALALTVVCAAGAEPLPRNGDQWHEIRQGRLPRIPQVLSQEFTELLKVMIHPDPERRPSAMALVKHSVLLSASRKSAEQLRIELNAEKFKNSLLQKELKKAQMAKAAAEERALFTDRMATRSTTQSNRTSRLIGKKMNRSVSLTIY
hK5 inh: kallikrein 5 (human) inhibition | Q9Y337 | recombinant hK5, fluorogenic AMC substrate cleavage | inhibition, % at 5 µM | hit rate 0.59% among 210,000 | AID 873;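 active means inhibition of 40% or more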;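 further: 0% = enzyme controls without compound and 100% = no-enzyme blanks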
Target sequence (Q9Y337 67-293 limits assumed): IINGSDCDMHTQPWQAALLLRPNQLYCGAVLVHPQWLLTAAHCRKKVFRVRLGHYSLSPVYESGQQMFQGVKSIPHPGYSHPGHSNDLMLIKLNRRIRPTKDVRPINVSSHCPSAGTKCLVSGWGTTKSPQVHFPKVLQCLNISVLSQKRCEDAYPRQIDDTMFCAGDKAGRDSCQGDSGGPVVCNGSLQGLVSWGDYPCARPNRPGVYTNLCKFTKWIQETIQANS
FXIIa inh 1536: factor XIIa (human) inhibition; purified FXIIa, Boc-QGR-AMC fluorogenic substrate, 2 h; inhibition, % at 5 µM; hit rate 0.3% among 220,000; AID 800; in the data active means inhibition above about 40%;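 further: 0% = enzyme with no compound and 100% = blank without enzyme; many of its hits are not listed in these tables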
FXIa inh: factor XIa (human) inhibition; purified FXIa, Boc-Glu-Ala-Arg-AMC fluorogenic substrate; hit rate 0.14% among 220,000; P03951; inhibition, % at 5 µM;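 active means inhibition of at least 40%; inactive means inhibition below 40%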;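 further: fluorescence of freed AMC excited at 355 nm; 0% = enzyme without compound and 100% = no enzyme blank; many of its hits are not listed in these tables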
Active calls of the source: *; nt = no result given; [ ] = dose if it differs, or a comment.

SMILES | Hck Nef HTS | 14-3-3 Bad PPI | Runt-SMMHC FRET | thrombin 1536 | Runt-CBFb FRET | Wee1 stabilizer | hK5 inh | FXIIa inh 1536 | FXIa inh
Cc1ccccc1OCC(O)CN(CCO)Cc1ccccc1 (stereo not drawn) | 6 | -9 | 0 | 2 | -2 | 7 | 17 | 10 | 2
CC(Sc1nc(-c2ccccc2)cc(C(F)(F)F)n1)C(=O)Nc1sc2c(c1C#N)CCC2 (stereo not drawn) | -2 | -9 | 0 | -2 | -1 | 3 | -16 | 7 | -4
CCN(CC)S(=O)(=O)c1cccc(-c2nnc(-c3ccc(C)cc3)o2)c1 | 0 | nt | -1 | -1 | -2 | -2 | -4 | 0 | -5
CC(C)(C)C(=O)N1CCN(c2c(Cl)cccc2[N+](=O)[O-])CC1 | 4 | -9 | 0 | 2 | 0 | -1 | -5 | 7 | -1
COc1ccc(CNC(=O)CSc2nc(-c3ccccc3)cc(-c3cccs3)c2C#N)cc1 | 18 | 3 | 2 | -4 | 1 | 2 | 4 | 13 | -3
Cc1ccc(NC(=O)COC(=O)Cn2cnc3c2c(=O)n(C)c(=O)n3C)cc1Cl | 20 | -9 | 1 | -2 | -2 | 0 | 0 | 5 | -1
O=C(NCc1ccccc1)c1cc(-c2ccco2)on1 | 8 | 10[fluorescence artefact?] | -6 | -1 | -5 | 3 | -8 | 10 | 0
CCOc1ccc(N(CC(=O)NC2CCCC2)C(=O)CCC(=O)Nc2ccccn2)cc1 | 0 | 4 | 3 | -7 | -1 | -1 | 3 | -4 | -21
COc1ccc(CN2CCNC(=O)C2CC(=O)NCc2cccc(C)n2)c(OC)c1 (stereo not drawn) | 5 | 6 | -1 | 4 | 1 | 6 | -1 | 6 | -1
COc1ccc(CNC(=O)NC(C)(C)c2cccc(C(C)(C)NC(=O)NCc3ccc(OC)cc3)c2)cc1 | -1 | 4 | 0 | 15 | 1 | -1 | 44* | 30 | 9
O=c1cc(-c2cccs2)oc2ccc(Cl)cc12 | -2 | 9 | -5 | 2 | -3 | -1 | 5 | 10 | 4
O=C(CC(NC(=O)C(F)(F)F)c1ccccc1)Nc1nnc(CCc2ccccc2)s1 (stereo not drawn) | 2 | 2 | 18 | -2 | 24 | -1 | -8 | 13 | 7
Cc1noc(C)c1S(=O)(=O)N1CCCC(C(=O)N2CCN(C3CCCCC3)CC2)C1 (stereo not drawn) | -2 | -2[fluorescence artefact?] | 0 | -3 | 3 | 0 | -22 | 12 | 1
O=C(Nc1ccc(N2CCCCC2)cc1)c1cccnc1Cl | 0 | -13 | -6 | -3 | 3 | 2 | -6 | 8 | -5
FC(F)(F)c1cccc(Cc2noc(CN3CCCC(CN4CCCC4)C3)n2)c1 (stereo not drawn) | 17 | -1 | 0 | -12 | -1 | 1 | -2 | 7 | -3

Four compounds drawn at random from those above, as already listed:
SMILES | Hck Nef HTS | 14-3-3 Bad PPI | Runt-SMMHC FRET | thrombin 1536 | Runt-CBFb FRET | Wee1 stabilizer | hK5 inh | FXIIa inh 1536 | FXIa inh
CC(C)(C)C(=O)N1CCN(c2c(Cl)cccc2[N+](=O)[O-])CC1 | 4 | -9 | 0 | 2 | 0 | -1 | -5 | 7 | -1
O=C(CC(NC(=O)C(F)(F)F)c1ccccc1)Nc1nnc(CCc2ccccc2)s1 (stereo not drawn) | 2 | 2 | 18 | -2 | 24 | -1 | -8 | 13 | 7
O=C(NCc1ccccc1)c1cc(-c2ccco2)on1 | 8 | 10[fluorescence artefact?] | -6 | -1 | -5 | 3 | -8 | 10 | 0
CCN(CC)S(=O)(=O)c1cccc(-c2nnc(-c3ccc(C)cc3)o2)c1 | 0 | nt | -1 | -1 | -2 | -2 | -4 | 0 | -5

Other compounds
SMILES | Hck Nef HTS | 14-3-3 Bad PPI | Runt-SMMHC FRET | thrombin 1536 | Runt-CBFb FRET | Wee1 stabilizer | hK5 inh | FXIIa inh 1536 | FXIa inh
Cc1cc(F)c(F)cc1C(=O)N1CCCC1 | 22 | -8 | -1 | 8 | 4 | 1 | -6 | 6 | -7
O=C(COc1ccccc1C(=O)Nc1ccccc1)NCCc1ccccc1 | 19 | -12 | 1 | -6 | -4 | -3 | -4 | 5 | -1
CC(C)(C)NC(=O)c1cc([N+](=O)[O-])ccc1N1CCCCC1 | 1 | 5 | 1 | 73* | -3 | 2 | 63* | 3 | 6
COc1ccc(OC)c(N2C(=O)CC(C(C)c3ccccc3)C2=O)c1 (stereo not drawn) | 3 | -8[fluorescence artefact?] | 5 | 1 | -2 | 2 | -3 | 4 | 1
Cc1ccccc1N(CC(=O)NCC1CCCO1)C(=O)C1(C)CC(=O)N=C2C=CC=CN21 (stereo not drawn) | 1 | 4 | 4 | -2 | 1 | -3 | -70 | 14 | 0
CCN(CC)C(=O)CSc1ncnc2c1nnn2-c1ccc(OC)cc1 | 0 | 10 | -2 | 3 | -1 | 2 | -7 | 1 | 3
CCCCOc1ccc(/C=N/NC(=O)C2CCCNC2=O)cc1 (stereo not drawn) | -2 | -4 | 0 | -4 | 1 | -1 | 5 | 0 | 2
CCOC(=O)c1ccc(NC(=O)C(C)N2C(=O)c3ccccc3C2=O)cc1 (stereo not drawn) | 0 | 0 | 0 | 5 | -2 | -1 | -4 | 14 | 1
CCOC(=O)CSc1nc2ccccc2n1CC(=O)N(C(C)C)C(C)C | -1 | -3 | -1 | -1 | 1 | 2 | -12 | 8 | -8
CCCCn1c(SCC(=O)N2CCCCC2C)nc2cc(S(N)(=O)=O)ccc21 (stereo not drawn) | 2 | -8 | 2 | 3 | -2 | -1 | 1 | 6 | 2
CSc1ccccc1NC(=O)c1cnc2scc(C)n2c1=O | 2 | 10 | 3 | -3 | -2 | -1 | 6 | 16 | 9
COc1ccc2cnnc(SCC(=O)Nc3ccc(C(C)=O)cc3)c2c1OC | 4 | 3 | -1 | -14 | -9 | -3 | -12 | -1 | 2
O=C(NNC(=S)NC(=O)C12CC3CC(CC(C3)C1)C2)c1ccncc1 | 7 | 0 | -3 | -5 | 4 | 1 | -264 | 6 | 3
Nc1nnc(CSCc2cccc(Br)c2)s1 | -27 | -7 | 4 | -1 | 0 | 1 | 7 | 11 | 1
COC(=O)c1cc(OC)c(OC)cc1NC(=O)C(C)Sc1ccc(C)cc1 (stereo not drawn) | 0 | 5 | -5 | -6 | -5 | -2 | -8 | 1 | -10
O=C(Nc1ccc2ccccc2c1)c1cccnc1 | 2 | 3 | -5 | 0 | -1 | 2 | 5 | 15 | 9
O=C(CSCc1ccccn1)Nc1ccccc1 | -2 | -2[fluorescence artefact?] | 0 | -1 | 0 | 2 | -29 | 7 | -11
S=C(NCCCN1CCOCC1)Nc1cccc(Cl)c1 | 4 | -9 | 0 | 0 | 0 | 0 | 0 | 10 | -1
O=C1NC(=Nc2cccnc2)S/C1=C/c1ccc(F)cc1 | 15 | 8 | -7 | -3 | 0 | -1 | 4 | 4 | 0
Cc1cc(C)c(COc2ccc(/C=N/n3c(C)n[nH]c3=S)cc2)c(C)c1 | 3 | -6[fluorescence artefact?] | 21 | -4 | 10 | 6 | -21 | 11 | 10
Cc1[nH]n(-c2cccc3ccccc23)c(=O)c1/C=N/c1sc2c(c1C#N)CCC2 | 7 | 8 | 2 | 1 | 9 | -3 | -3 | 19 | 7
Cn1c(=O)c2c(SCc3ccccc3)nc(-c3ccco3)nc2n(C)c1=O | -4 | 9 | -4 | -5 | 0 | -4 | -12 | 16 | 3
Cn1c(=O)c(=O)n(C)c2cc(S(=O)(=O)NCc3ccc(Cl)cc3)ccc21 | -1 | -7 | 4 | -2 | -2 | -1 | -3 | 4 | -4
COc1ccccc1NC(=O)Cc1noc(CSc2nnc(N)s2)n1 | -21 | 9 | -1 | -3 | 0 | 3 | -1 | 1 | -5
C=CCn1c(O)c(N=NC(=O)OCC)c2ccccc21 | 5 | -4 | 3 | 2 | 2 | 2 | -6 | 13 | 3
O=C(Nc1ccc(Cl)cc1C(F)(F)F)C(Sc1cccc[n+]1[O-])c1ccccc1 (stereo not drawn) | 1 | -14 | -2 | -8 | -4 | 3 | -9 | 4 | -6
O=C(NCc1ccccc1)c1cc2ccccc2o1 | -18 | -3 | 0 | 4 | 1 | 0 | 5 | 14 | -1
OCC#CCSc1nnc(-c2ccc(Br)cc2)o1 | -1 | 0[fluorescence artefact?] | -1 | 2 | -1 | -1 | 27 | 16 | 14
COc1ccc(CC(=O)N2N=C(C)CC2(O)C(F)(F)F)cc1 (stereo not drawn) | 1 | -20[fluorescence artefact?] | 4 | -1 | 0 | -1 | -17 | 11 | 3
Cc1cc(/C=N/NC(=O)c2ccncc2)c(C)n1-c1ccccc1 | 0 | -5 | -30 | -2 | 1 | -1 | -6 | 14 | 2
COc1cc(/C=C/C(=O)NCc2nc3ccccc3[nH]2)cc(OC)c1OC | 6 | -2 | -1 | -3 | 0 | -2 | 4 | 4 | 6
Cc1nnc(Sc2c(N)n(C)c(=O)[nH]c2=O)s1 | 0 | -15[fluorescence artefact?] | 5 | -6 | -1 | -3 | -17 | 15 | 4
Nc1nc2c(s1)C(=O)CC(c1ccccc1)C2 (stereo not drawn) | -17 | nt | 16 | 2 | 15 | 0 | -3 | 5 | -3
Cc1ccc(CNC(=O)CCNC(=O)Cn2ccc3ccccc3c2=O)o1 | 2 | -2 | 1 | -6 | 0 | 2 | 10 | 1 | -8
O=C(Cn1nc(-c2ccccc2)c2ccccc2c1=O)NN1CCOCC1 | 4 | 5 | -6 | -2 | 1 | 4 | 1 | 3 | -2
CCOC(=O)C1CCCN(C(=O)c2sc3nc(C)nc(N(CC)CC)c3c2C)C1 (stereo not drawn) | -2 | 2[fluorescence artefact?] | -5 | -1 | -8 | -1 | -7 | 11 | 8
CC1CCN(S(=O)(=O)c2ccc(S(=O)(=O)N3CCC4(CC3)OCCO4)cc2)CC1 | 1 | 27[fluorescence artefact?] | 6 | -2 | 1 | -1 | -10 | 13 | 7
COc1ccc(N2CCN(CCNC(=O)c3c(C)cc(=O)oc3C)CC2)cc1 | 2 | -9 | -2 | -7 | 0 | 3 | 13 | 0 | 2
Cc1c(/C=N\NC(=O)c2cc3ccccc3o2)c2ccccc2n1C | 22 | -6 | -9 | -7 | -3 | 5 | -3 | 6 | -3
O=C(NCCN1CCCCCC1)C1CCCN1S(=O)(=O)c1cccc2nsnc12 (stereo not drawn) | 7 | 4 | 0 | 3 | 3 | 0 | 3 | 6 | 3
CCCOC(=O)c1ccc(-c2ccc(C=O)o2)cc1 | 7 | -11 | 1 | -4 | -4 | 2 | -7 | 10 | 6
CN(C)c1c(F)cc(C(=O)NCc2ccccc2)cc1F | 10 | -4 | 0 | -3 | 0 | 2 | 2 | 6 | 2
CCC(=O)N1C(=O)C2(Nc3ccccc3N2)c2ccccc21 | 20 | -5 | 2 | 4 | -1 | 4 | 22 | 33 | 33
C[N+]12CCCCC1[C@@H](CO)CCC2 (stereo partly drawn) | -7 | 9 | 6 | -5 | -7 | -1 | 0 | 7 | 0
CCN(CC)C(=O)CSc1nnc([C@@H](NC(=O)OC(C)(C)C)C(C)C)o1 | 1 | 13 | 2 | 1 | -1 | -1 | 4 | 10 | 1

Bioassay records deposited in PubChem BioAssay by several laboratories.
